Yeast life ext = extends the lifespan of yeast; S. cerevisiae growth with nicotinamide, OD615; deaD strain in restrictive glucose medium; inhibition of the nicotinamide effect, % at 10 µM; 0.68% of 130,000 active; AID 775;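 active = inhibition above a set limit, placed 3 SD over the median of all compounds, cut at about 26% in these data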;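 note: 0% = nicotinamide-treated wells and 100% = cells grown without nicotinamide; some compounds called inactive have numbers as strong as hits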
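Measured by: optical density (absorbance) at 615 nm; System: modified budding yeast, DeaD strain; Medium: restrictive CSMM-D dextrose medium; Timing: 4 h preincubation then 48 h treatment at 30 °C.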
HCT116 bCat-KO = beta-catenin-lacking colon tumor cell growth suppression; HCT116 beta-catenin knockout viability, CellTiter-Glo, 60 h; active compounds read low; viability, % at 10 µM; 1.5% of 140,000 active;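 active = viability at or under a set limit, the compound median less 4 SD, cut at about 6% in these data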;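 note: 0% = Hyamine 1622 control at 20 µM and 100% = untreated cell control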
Yeast growth inh = yeast BB579 growth reduction in restrictive medium | S. cerevisiae BB579 growth, OD615, 48 h | inhibition, % at 10 µM | 0.51% of 140,000 active;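 active = inhibition above a set limit, 3 SD over the mean compound inhibition, cut at about 44% in these data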; note: inactives centre near -24
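Material: Saccharomyces cerevisiae DeaD strain BB579, replicative lifespan model yeast; buffer or medium: CSMM-D restrictive synthetic medium containing dextrose (glucose); compound: 10 µM single dose, DMSO 0.25%; timing: 48 h compound exposure at 30 °C after 4 h preincubation; signal: turbidity as optical density at 615 nm; benchmarks: positive control amphotericin B 10 µg/mL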
MRP-1 activ = activators of MRP-1; viability increase, % at 10 µM; H69AR cells + doxorubicin, viability rescue, CellTiter-Glo; 0.61% of 140,000 active;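 active = viability gain under doxorubicin at or above a set limit, the compound median plus 3 SD, cut at about 4.7% in these data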;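 note: MRP-1 overexpressing cells given doxorubicin 25 µM after compound pretreatment; 18-22 h compound pretreatment then 72 h with doxorubicin before readout; 0% = doxorubicin-only wells and 100% = vehicle-treated cells without doxorubicin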
PTEN del growth = suppresses growth of cells with PTEN deletion; HCT116 PTEN-null viability, CellTiter-Glo, 60 h; active compounds read low; viability, % at 10 µM; 1.2% of 140,000 active;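 active = viability at or below a set limit, 4 SD under the median of all tested compounds, cut at about 3.7% in these data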;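 note: PTEN knockout HCT116 line with beta catenin targeted HCT116 as companion control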
Phagocytosis inh = inhibitors of macrophage phagocytosis; J774A.1 macrophage IgG-bead phagocytosis, imaging; inhibition, % at 5 µM; 0.07% of 110,000 active; AID 1029;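 active = inhibition above the mean of the plate negative controls plus 5 SD, cut at about 13% in these data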;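 note: phagocytic index as fraction of beads internalized from green versus red external bead signal; plate controls were DMSO negative control for no effect and cytochalasin-D positive control for full effect; some results beyond the cut were filed as inactive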
E-sel TNF inh = TNF alpha driven E-selectin expression inhibition. HUVEC TNFa-induced E-selectin immunofluorescence, high content. inhibition, % at 2 µM. 0.71% of 120,000 active;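 active = inhibition above the batch mean plus 3 SD, and confirmed as a hit on visual image review, cut at about 43% in these data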;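 note: 0% = TNF-stimulated DMSO wells and 100% = unstimulated control wells; not every result past the cut was called active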
GALR2 antag = GALR2 (human) receptor antagonism; inhibition, % at 4 µM; O43603; GALR2-expressing cells, antagonist mode; 0.39% of 140,000 active; in the data active = inhibition above about 27%;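 note: cells stimulated with galanin 1-16 at roughly its EC80; 0% = agonist challenge control and 100% = basal control without agonist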
Target sequence (O43603 whole entry, looked up): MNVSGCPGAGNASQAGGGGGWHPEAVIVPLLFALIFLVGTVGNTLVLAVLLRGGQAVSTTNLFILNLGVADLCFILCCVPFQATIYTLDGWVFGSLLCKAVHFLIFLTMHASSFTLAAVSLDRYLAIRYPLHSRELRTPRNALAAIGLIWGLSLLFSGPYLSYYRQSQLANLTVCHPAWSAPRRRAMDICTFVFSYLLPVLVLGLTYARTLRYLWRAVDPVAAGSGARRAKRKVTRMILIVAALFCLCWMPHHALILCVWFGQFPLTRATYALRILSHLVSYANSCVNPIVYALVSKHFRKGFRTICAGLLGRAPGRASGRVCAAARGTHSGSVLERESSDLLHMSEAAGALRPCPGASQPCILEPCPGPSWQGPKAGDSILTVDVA
Measles CPE = protection of cells from measles virus; 1.5% of 140,000 active; protection (pct of control), % at 4 µM; Measles virus-infected cells, CPE protection, absorbance; in the data active = protection mostly above about 24%, no sharp cut-off; inactive = mostly below about 26%; note: some compounds called inactive have numbers as strong as hits
NPY-Y2 antag = antagonists of human neuropeptide Y receptor Y2; P49146; NPY-Y2 expressing cells, antagonist mode; inhibition, % at 2.7 µM; 0.99% of 140,000 active; AID 793; in the data active = inhibition above about 17%;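 note: 0% = vehicle with agonist challenge and 100% = reference antagonist with challenge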
Target sequence (P49146 whole entry, looked up): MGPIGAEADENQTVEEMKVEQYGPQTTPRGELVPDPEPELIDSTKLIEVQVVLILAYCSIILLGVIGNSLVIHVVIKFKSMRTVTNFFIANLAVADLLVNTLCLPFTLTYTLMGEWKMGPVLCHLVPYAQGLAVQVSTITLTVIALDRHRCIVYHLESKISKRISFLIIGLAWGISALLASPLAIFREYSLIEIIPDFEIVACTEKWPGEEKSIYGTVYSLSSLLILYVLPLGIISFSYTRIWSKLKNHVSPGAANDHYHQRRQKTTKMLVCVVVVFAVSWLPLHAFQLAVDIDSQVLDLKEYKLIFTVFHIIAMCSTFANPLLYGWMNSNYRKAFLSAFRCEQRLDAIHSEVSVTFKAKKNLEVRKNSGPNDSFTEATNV
Active calls of the source: *; / = not tested or not shown.

SMILES	Yeast life ext	HCT116 bCat-KO	Yeast growth inh	MRP-1 activ	PTEN del growth	Phagocytosis inh	E-sel TNF inh	GALR2 antag	Measles CPE	NPY-Y2 antag
COc1ccc(-c2cc(C(=O)Nc3ccc(Cl)cc3Cl)c3ccccc3n2)cc1OC	0	5.4*	-14	-4.8	6	-5	/	8	6	124*
Fc1cccc(/C=N/NC(=S)Nc2ccccc2Cl)c1	-5	62	-33	-1.5	65	-9	/	15	17	3
CC(=O)c1c(C)oc2ccc(NS(=O)(=O)c3ccc(O)c(C(=O)O)c3)cc12	-17	106	-29	-1.0	106	-1	-40	4	3	4
O=C([C@H](O)c1ccccc1)N1CCC[C@H]1CO	7	94	-36	1.3	89	-2	2	-7	2	9
COc1ccc(CN2CCCC(C(=O)N(C)Cc3ccccc3)C2)cc1OC (configuration not stated)	-5	79	15	-3.9	88	-6	11	4	21	-1
C/C(Cn1cnc([N+](=O)[O-])n1)=N/NC(=O)COc1ccccc1Cl	8	96	-37	1.6	92	0	/	-3	8	0
C/C(=N\NC(=O)COc1ccc(C)cc1C(C)C)c1ccc(-n2ccnc2)cc1	-8	49	-25	2.4	57	-3	12	-9	11	-1
N#Cc1ccccc1/C=N/Nc1nc(-c2ccccc2)c2cc(Cl)ccc2n1	-1	16	-38	-5.7	21	-4	-45	3	4	15
Cc1ccc(S(=O)(=O)Nc2ccc(SC(F)F)cc2)c(C)c1	-3	85	61*	-2.2	90	-13	/	-12	14	-2
CCC1CCC/C1=N\NC(=O)c1cc(C)[nH]n1 (configuration not stated)	-8	108	-8	-0.3	94	0	1	1	8	1
O=C(OC(C(=O)NCc1cccs1)c1ccccn1)c1cccs1 (configuration not stated)	-5	101	-87	0.0	104	-1	13	4	17	3
CCOC(=O)c1sc(=S)n(CC)c1NC(=O)C1CC1	-1	76	-17	-2.3	74	-4	10	6	0	1
Cc1nn(CC(=O)Nc2ccc3c(c2)nc2n3CCOC2)c(=O)c2ccccc12	-7	103	-6	-0.9	108	-1	9	-15	10	-1
O=C(NCc1cccs1)C1CCN(c2nccs2)CC1	-7	110	-50	-1.5	104	-1	-4	2	5	0
Nn1cnnc1SCC(=O)Nc1ccc2c(c1)OCCO2	-6	87	-38	-0.6	102	-1	-42	-1	3	1
O=C(CSCc1ccc(Cl)cc1)NCc1ccc2c(c1)OCO2	-13	85	-11	-0.5	98	-1	7	0	3	7
CCNCc1cc(Cl)cc(OC)c1OC(C)C	7	76	-12	-2.8	75	-5	/	-2	1	8
S=C(NCCc1ccc(Cl)cc1)Nc1ccc(Cl)cc1Cl	-1	41	37	-5.2	25	-10	-4	-7	6	1
O=C(CSc1nnc(Cc2cccs2)n1Cc1ccco1)Nc1ccc(Cl)cc1Cl	1	80	-64	-1.1	71	-2	/	8	14	23*
O=C(Cc1ccc(Cl)cc1)NCCN1CCCC1	-10	104	-29	-2.8	98	-1	/	2	7	2
CCc1nnc(NC(=O)C2CC(=O)N(c3ccc(C)cc3)C2)s1 (configuration not stated)	-12	111	-52	-0.2	105	0	-18	-4	18	2
c1ccc2c(c1)CCN(c1ncnc3nc[nH]c13)C2	-9	103	7	1.2	101	0	10	0	0	4
O=C(Nc1nnc(CCc2ccccc2)s1)c1cccs1	-21	88	-15	-2.8	89	-1	21	6	5	6
O=C(N1CCCCCC1)N1CCN(C(=O)N2CCCCC2)CC1	-26	101	19	-1.9	93	0	4	-1	28	2
O=C(Cc1cccc2ccccc12)Nc1nc(-c2cccc([N+](=O)[O-])c2)cs1	-1	53	-36	3.5	41	-7	-1	4	20	6

In a second layout: entries from further up
Below each SMILES: Yeast life ext	HCT116 bCat-KO	Yeast growth inh	MRP-1 activ	PTEN del growth	Phagocytosis inh	E-sel TNF inh	GALR2 antag	Measles CPE	NPY-Y2 antag
O=C(N1CCCCCC1)N1CCN(C(=O)N2CCCCC2)CC1
→ -26	101	19	-1.9	93	0	4	-1	28	2
CC(=O)c1c(C)oc2ccc(NS(=O)(=O)c3ccc(O)c(C(=O)O)c3)cc12
→ -17	106	-29	-1.0	106	-1	-40	4	3	4
O=C(Cc1cccc2ccccc12)Nc1nc(-c2cccc([N+](=O)[O-])c2)cs1
→ -1	53	-36	3.5	41	-7	-1	4	20	6
CCC1CCC/C1=N\NC(=O)c1cc(C)[nH]n1 (configuration not stated)
→ -8	108	-8	-0.3	94	0	1	1	8	1
c1ccc2c(c1)CCN(c1ncnc3nc[nH]c13)C2
→ -9	103	7	1.2	101	0	10	0	0	4

Next part:
SMILES	Yeast life ext	HCT116 bCat-KO	Yeast growth inh	MRP-1 activ	PTEN del growth	Phagocytosis inh	E-sel TNF inh	GALR2 antag	Measles CPE	NPY-Y2 antag
N#CC1=C(O)C(c2ccccc2)n2c1nc(=O)c1ccccc12 (configuration not stated)	-23	90	-9	-0.8	96	0	2	-3	-1	5
Cc1ccc(C2NC(=S)NC3=C2N2CCC3CC2)cc1 (configuration not stated)	-2	107	-38	-1.9	94	4	-16	-1	7	2
N#C/C(=C\c1ccc[nH]1)S(=O)(=O)c1ccccc1	-13	90	-47	-1.1	105	4	-1	-2	1	1
Cc1sc(NC(=O)CCCC(=O)O)c(C#N)c1C	4	92	-22	-1.2	94	-2	-3	3	16	3
O=C(COC(=O)c1cccc(S(=O)(=O)N2CCc3ccccc32)c1)NC1CCS(=O)(=O)C1 (configuration not stated)	-9	103	-23	-0.7	98	0	21	12	6	7
CNc1ccc(S(=O)(=O)NCC(=O)OCC(=O)Nc2cccc(Cl)c2Cl)cc1[N+](=O)[O-]	3	97	-40	1.4	97	0	-32	11	5	3
COC(=O)c1ccc(Cn2c(C)cc(C)[n+]2C)o1	-3	98	-21	-0.9	94	/	3	-23	44	1
CCOc1cc(C2C(C(=O)OC)=CN(C3CCCC3)C=C2C(=O)OC)cc(Br)c1O	-6	97	-29	0.0	97	-2	-14	-3	9	4
CCOc1cccc(/C=N/NC(=S)Nc2cc(S(=O)(=O)N3CCOCC3)ccc2N2CCOCC2)c1O	5	7	-13	-2.9	8	-5	/	6	5	-1
Cc1cc(Cl)c2ccccc2n1	3	88	-18	-0.9	88	0	/	11	7	0
O=C(OCC(=O)N1CCN(C(=O)c2ccco2)CC1)c1ccccc1C(=O)c1ccc(Cl)cc1	-9	82	-48	-1.6	100	0	-29	-1	42	-1
C1CN(CC23CC4CC(CC(C4)C2)C3)CCO1	/	85	-45	1.0	98	/	-33	-5	22	8
COc1ccc(-c2nn3c(-c4ccccn4)nnc3s2)cc1OC	-6	90	-22	-4.5	96	/	-2	5	4	3
COC(=O)c1c(NC(=O)CN2CCN(c3ccccc3Cl)CC2)sc(C)c1C	-7	71	-45	-4.5	64	-12	-22	-4	13	9
COC(=O)[C@H](C)NC(=O)NC1CCN(Cc2ccccc2)CC1	-4	91	-50	-0.2	108	-2	0	-9	3	4
Clc1ccc2[nH]c3c(NCCN4CCOCC4)ncnc3c2c1	-13	70	-24	-4.3	72	-6	-4	3	34	2
Cc1noc(C)c1COc1ccc(C(=O)OCC(=O)c2ccc3c(c2)OCCO3)cc1	-13	94	-29	-2.8	97	-1	/	4	4	-2
CCOC(=O)C(C(=O)OCC)C1CS(=O)(=O)CC1C(C(=O)OCC)C(=O)OCC (configuration not stated)	/	88	-35	-2.5	102	/	-9	1	21	3
CCOC(=O)N1CCC(NC(=O)C2CCN(C(=O)N3CCOc4ccccc43)CC2)CC1	-4	101	-58	-0.4	108	/	13	-23	21	2
Cc1c(C(=O)Nc2ccncc2)sc2nc(-c3ccccc3)cn12	-4	89	-27	-2.7	81	-1	-8	28*	8	5
CCOC(=O)C1=C(C)OC(N)=C(C#N)C1c1cc2c(cc1Br)OCO2 (configuration not stated)	7	85	8	-2.9	87	1	/	5	6	2
CSc1nnc(C)c(=O)n1COC(=O)COc1ccccc1C	1	90	-43	-1.6	98	-7	-3	2	6	-2
CCOc1ccccc1N1CC(C(=O)N2CCc3ccccc32)CC1=O (configuration not stated)	-11	107	-11	-1.9	99	/	12	-1	2	1
Cc1cc(NC(=O)c2noc3c2CCCC3)nn1Cc1ccc(Cl)cc1	-10	24	-29	1.2	43	1	/	10	6	17
NC1=NC2(CCCCC2)N=C(Nc2ccc(F)cc2F)N1	9	107	-47	0.4	94	/	-52	22	4	-3
The list continues:
SMILES	Yeast life ext	HCT116 bCat-KO	Yeast growth inh	MRP-1 activ	PTEN del growth	Phagocytosis inh	E-sel TNF inh	GALR2 antag	Measles CPE	NPY-Y2 antag
CC(C)(C)c1ccc(-c2nnc(SCCN3C(=O)c4ccccc4C3=O)o2)cc1	-2	102	-20	-2.1	91	-1	2	2	16	11
CCOC(=O)Cc1csc(NC(=O)c2ccoc2C)n1	-22	93	-12	-2.4	92	0	11	2	37	1
CCOC(=O)CSc1nnc(CNC(=O)Cc2ccccc2)n1-c1ccccc1OC	-1	93	-28	-0.7	110	-3	22	-22	15	2
CC1(C)CC(=O)C2=C(C1)N(CCN1CCOCC1)C1=C(C(=O)CC(C)(C)C1)C2c1cccc(Cl)c1	-17	87	-16	-5.3	93	/	/	0	6	2
COCC(=O)NCCc1nc(-c2ccccc2)cs1	-6	102	-5	0.3	100	-2	/	4	20	0
Cc1ccc(S(=O)(=O)NCC(=O)OCC(=O)N2CCc3ccccc32)cc1	-10	97	15	-0.5	88	-1	-11	-5	22	0
O=c1[nH]c2ccccc2n1CCCSc1cnc2ccccc2n1	-15	79	-2	-0.8	68	-1	12	-6	22	9
CC(NC(=O)CSc1ncnc2nc[nH]c12)c1ccccc1 (configuration not stated)	-3	93	6	-2.0	93	0	14	-18	16	-1
O=C1CC(C(=O)NCc2ccccc2)C2(CCCC2)O1 (configuration not stated)	-9	110	-29	-1.6	107	2	/	-17	3	4
Oc1ccccc1CNc1ncc(Br)cc1Br	-19	102	-13	-4.5	93	/	3	3	4	-2
COc1ccc(N=C(N(C)C)P(=O)(N(C)C)N(C)C)cc1	-5	114	-8	-0.8	100	0	/	-1	4	4
Cc1cc(C)cc(C(=O)NCC(=O)OCc2cc([N+](=O)[O-])cc3c2OCOC3)c1	-6	83	-21	-1.8	115	-3	/	-5	4	2
Cc1ccc(CN2C(=O)CCC2C(=O)NCCCN2CCC(C)CC2)cc1 (configuration not stated)	-4	81	15	-1.8	89	/	23	-24	9	5
CCOC(=O)Nc1ccc2c(c1)nc(CN1CCOCC1)n2C	-8	102	-41	-2.7	92	-1	27	-5	12	3
COC(=O)c1cc(NC(=O)c2c(Cl)nc3sccn23)cc(C(=O)OC)c1	-14	57	-48	-2.3	63	2	0	2	10	2
CCN(CC)C(=O)c1cc2c(=O)oc3ccccc3c2s1	/	96	-10	0.5	97	/	-39	11	8	3
O=C(NCC1(c2ccccc2)CCCC1)c1cccc(Br)c1	-8	80	-28	0.1	80	/	49	-20	24	4
Cc1ccc(S(=O)(=O)Nc2nncs2)cc1	-8	96	-7	-2.0	101	-3	-27	-11	37	0
Brc1ccc(CSc2nnc(-c3ccco3)o2)cc1	-1	90	-11	-0.6	90	-4	/	-9	6	9
CC(C)(C)C(=O)/C=C(N)/C=C/c1ccccc1	-14	86	-67	-1.0	78	0	9	10	4	6
O=C(Nc1cc(N2CCOCC2)ncn1)Nc1cccc2ccccc12	-14	53	-8	-3.2	51	-3	6	0	3	1
CCC1CCCCN1C(=O)Nc1ccc(F)cc1 (configuration not stated)	-16	104	-36	-2.1	102	0	13	-7	15	4
